# TAG inh: reduces triacylglycerol accumulation in H9c2 cells. actives 0.66% (n = 230,000). Nile Red lipid (TAG) fluorescence; cells loaded with 200 µM oleic acid. inhibition, % at 12.5 µM. AID 651582;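 active = pattern-corrected inhibition of lipid staining of at least 50% with the nuclear-stain viability signal not falling by more than 50%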;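 also: 0% = DMSO wells and 100% = triacsin C control wells; some results filed as inactive read as strong as hits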
# TAG inh DAPI viability: second read-out of TAG inh, no call of its own (marks repeat the call); DAPI nuclei signal change (viability), lower = more cytotoxic, %;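 whole-well DAPI fluorescence read on a plate reader as a viability signal; minus 50 percent equals half of cells still viable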
# * = called active by the depositor; i = inactive.
# The line under a structure holds: TAG inh | TAG inh DAPI viability
O=C(COc1ccccc1F)NNC(=O)c1ccc(F)c(S(=O)(=O)N2CCOCC2)c1
  -8 | 4
Cc1noc(C)c1COc1ccc(C(=O)N2CCN(c3ccccn3)CC2)cc1
  -16 | 1
CCN(CC)CCCNC(=O)C1c2cc(OC)c(OC)cc2C(=O)N(C)C1c1cccs1 (configuration not stated)
  -1 | 5
COc1ccccc1CNC(=O)[C@@H]1CCCN1S(=O)(=O)c1ccc(C)cc1
  -54 | -10
COCc1c(C(=O)N2CCN(c3ccccc3C)CC2)oc2ccccc12
  -18 | 2
COc1cccc(C(=O)C2CCCN(Cc3c(C)n(C)n(-c4ccccc4)c3=O)C2)c1 (configuration not stated)
  2 | 12
CCN(CC(=O)Nc1c(F)cccc1F)C(=O)CCOc1ccccc1
  3 | 5
CN1CCN(Cc2nc(Cc3ccccc3)no2)CC1c1ccccc1 (configuration not stated)
  -14 | 5
CCCCNC(=O)c1ccc2c(OCC)n(CCCC)nc2c1
  12 | 10
CCC1(c2ccccc2)NC(=O)N(CC(=O)Nc2cc(C(F)(F)F)ccc2N2CCCC2)C1=O (configuration not stated)
  -8 | -10
O=c1cc(CSc2nnnn2-c2ccccc2)[nH]c2[nH]n(-c3ccccc3)c(=O)c12
  6 | -10
O=C(CN1CCN(Cc2ccccc2)CC1)NNC(=O)c1ccccc1
  2 | 1
CCCCCSc1nc2c(cnn2-c2ccccc2)c(=O)[nH]1
  -6 | 4
O=C(COC(=O)/C=C/c1cccs1)NC1CC1
  4 | -5
COc1ccc(OC(=O)c2ccc(OC)c(S(=O)(=O)N3CCOCC3)c2)cc1
  3 | 3
O=C(Nc1nc2c(s1)CCCC2)c1ccc(Br)o1
  -5 | 3
COc1ccc(C(CNC(=O)c2cc(S(=O)(=O)NCc3ccco3)ccc2C)N(C)C)cc1 (configuration not stated)
  -15 | 10
CC(C)[C@H](NC(=O)c1c(F)cccc1F)C(=O)OCC(=O)NNC(=O)c1ccccc1
  12 | -13
N#Cc1c(N)sc(=S)c2c1CCCC2
  -1 | -1
COc1cccc(CNc2ncnc3ccc(-c4c(C)noc4C)cc23)c1
  -7 | 4
CCOC(=O)C1(Cc2ccc(Cl)cc2)CCN(C(=O)c2cc(C)nc(C)n2)CC1
  9 | -1
CN1CCN(c2ccc([N+](=O)[O-])cc2S(=O)(=O)N2CCOCC2)CC1
  -8 | 9
COC(=O)[C@@]1(Cc2ccccc2)[C@H]2C(=O)N(Cc3ccccc3)C(=O)[C@H]2[C@H]2CN=C(SCc3ccc(Cl)cc3)N21
  51* | 9.4*
Cc1ccc(C(=O)Nc2cc3ccccc3oc2=O)cc1
  4 | -10
CNC(=O)C[C@H]1C(=O)N(c2ccccc2)C[C@@H]1Cc1ccccc1
  -7 | 3
C/C(=N\NC(=O)c1ccc([N+](=O)[O-])cc1Cl)c1ccccc1
  -25 | 9
CN(Cc1ccccc1)c1nccn2ccnc12
  4 | -12
Nc1cc2c3ccccc3ccc2c2ccccc12
  -2 | 127
Cc1cccc(NC(=O)CSc2nc3sc(C)cc3c(=O)n2C)c1
  25 | -6
Cc1ccc(NC(=O)c2cc(C)nc3ccccc23)cc1
  18 | -9
COc1ccc(-n2nc(C(=O)NCC(=O)N3CCN(c4ccccn4)CC3)c3ccccc3c2=O)c(OC)c1
  -8 | 3
CCn1c(=O)cc(OCC(=O)NCCC(C)C)c2ccccc21
  12 | -12
CCC1(C)COC(c2ccc(OC)c(OC)c2)OC1 (configuration not stated)
  8 | -7
Cc1cccc(NC(=O)/C(=C\c2ccco2)NC(=O)c2cccs2)c1
  16 | -8
Cc1cc(C)n2c(SC/C(O)=C(\C#N)c3nc4ccccc4[nH]3)nnc2n1
  -2 | -6
COc1ccc(CNC(=O)O[C@H]2C[C@@H]3C(=O)N(c4ccccc4)C(=O)[C@@H]3[C@@H]3CN(S(=O)(=O)c4ccc(C)cc4)C[C@]23O)cc1OC
  0 | 2
CC[C@@]1(C(=O)OC)N[C@H](CN(C)C(C)=O)[C@@H]2C(=O)N(Cc3ccccc3)C(=O)[C@@H]21
  2 | -5
Cc1c(C(=O)NCCC2=CCCCC2)oc2ccc(S(=O)(=O)N3CCC4(CC3)OCCO4)cc12
  52* | -2.2*
CC1CCCCN1CCn1cnc2c([nH]c3ccccc32)c1=O (configuration not stated)
  6 | -3
Nc1ncnc2c1ncn2C1CCCC(CO)O1 (configuration not stated)
  7 | 0

# Compound profiles, from the list above. Order of values: TAG inh, TAG inh DAPI viability
# CCC1(c2ccccc2)NC(=O)N(CC(=O)Nc2cc(C(F)(F)F)ccc2N2CCCC2)C1=O (configuration not stated) is listed with -8, -10
# Cc1ccc(C(=O)Nc2cc3ccccc3oc2=O)cc1 is listed with 4, -10
# CN1CCN(Cc2nc(Cc3ccccc3)no2)CC1c1ccccc1 (configuration not stated) is listed with -14, 5

# New compounds follow:
# The line under a structure holds: TAG inh | TAG inh DAPI viability
COc1cc2nc(CN3C(=O)c4ccccc4C3=O)oc(=O)c2cc1OC
  -11 | 5
COc1ccc(NS(=O)(=O)c2ccc(NC(C)=O)cc2)cc1OC
  -40 | 8
COc1ccccc1CNS(=O)(=O)c1cc2c3c(c1)CCC(=O)N3CCC2
  -1 | 6
Cc1ccc(Nc2c(-c3ccccn3)nc3cccc(C)n23)cc1
  41 | -12
COc1cc(/C=C2\SC(=S)N(NS(=O)(=O)c3ccc(C)cc3)C2=O)cc(OC)c1OC
  7 | -7
O=C(CSc1ccc(-c2ccc(F)cc2)nn1)NCC1CCCO1 (configuration not stated)
  -11 | 2
CCc1ccccc1NC(=O)c1ccc([N+](=O)[O-])s1
  10 | 2
CC(C)NC(=O)N(C)C[C@H]1Oc2ccc(NC(=O)Nc3ccccc3)cc2C(=O)N([C@@H](C)CO)C[C@@H]1C
  -5 | 6
CCNC(=O)CP(=O)(c1ccccc1)c1ccccc1
  -11 | 10
CC1(O)C(=O)c2ccccc2N(c2ccccc2)C1=O (configuration not stated)
  -11 | 4
Cc1sc2ncnc(N3CCC(C(=O)Nc4nc5ccc(Cl)cc5s4)CC3)c2c1C
  4 | 0
CCOc1ccc(/C=N/OCC(=O)Nc2ccc3c(c2)OCO3)cc1
  -2 | -4
COc1ccc(-c2noc(-c3ccccc3-c3ccccc3)n2)cc1
  -17 | -9
CN(c1ccccc1)S(=O)(=O)c1ccc(NC(=O)c2ccco2)cc1
  -8 | -4
O=C(c1ccc(Cl)cc1)c1ccc(OCC(O)CN2CCCCC2)cc1 (configuration not stated)
  19 | 4
COc1ccccc1CN(C)C(=O)c1cc(S(=O)(=O)N2CCCCCC2)ccc1OC
  -9 | 1
CC12CCC(=O)C=C1C(F)CC1C2C(O)CC2(C)C1CCC2(O)C(=O)CO (configuration not stated)
  34 | 2
C[C@H](CO)N1C[C@H](C)[C@@H](CN(C)C(=O)c2ccccc2)Oc2cc(C#C[C@@H](C)O)ccc2S1(=O)=O
  3 | -8
CCSc1ccc(-c2cc(NC=O)c3ncc(-c4cccc(C(=O)N(C)C)c4)n3c2)cc1
  31 | -4
CCOc1ccc(NC(=O)c2cnc3scc(C)n3c2=O)cc1
  -11 | 7

# Pulled by structure from the list above:
# The line under a structure holds: TAG inh | TAG inh DAPI viability
Cc1ccc(Nc2c(-c3ccccn3)nc3cccc(C)n23)cc1
  41 | -12
Cc1sc2ncnc(N3CCC(C(=O)Nc4nc5ccc(Cl)cc5s4)CC3)c2c1C
  4 | 0
CC12CCC(=O)C=C1C(F)CC1C2C(O)CC2(C)C1CCC2(O)C(=O)CO (configuration not stated)
  34 | 2

# (list continues)
# The line under a structure holds: TAG inh | TAG inh DAPI viability
CCCNC(=O)CSc1nc2ccc(OCC)cc2s1
  -15 | -2
O=S(=O)(Nc1ccc2c(c1)nc1n2CCN(Cc2ccccc2)C1)c1ccc(Cl)cc1
  -4 | 16
CCC(CC)c1nnc(NC(=O)C2CC(=O)N(CCc3ccc(OC)c(OC)c3)C2)s1 (configuration not stated)
  3 | -1
O=C(/C=C/c1ccccc1)C1=C(O)C(=O)N(CCO)C1c1cccc([N+](=O)[O-])c1 (configuration not stated)
  6 | 6
CC(CN1CCCCC1)C(=O)NN (configuration not stated)
  -2 | 0
N#Cc1ccc(NC(=O)COc2ccc(-n3cnnn3)cc2)cc1
  -14 | 5
CCOCC(=O)Nc1ccc(C)c(Cl)c1
  0 | -18
c1ccc2c(c1)Nc1cc3ccccc3cc1O2
  34 | 30
CC(NC(=O)C12CC3CC(CC(C3)C1)C2)C(=O)NCCN(C)C (configuration not stated)
  6 | 3
Cn1cccc1C(=O)OCc1csc(-c2ccccc2)n1
  -38 | -21
COc1ccc(N2CCN(C(c3ccc4ncccc4c3)c3nnnn3C(C)(C)C)CC2)cc1 (configuration not stated)
  -8 | 5
CCOC(=O)C1=C2SCCN2C(=O)C(C#N)C1(C)C (configuration not stated)
  13 | 2
COc1cc([N+](=O)[O-])ccc1NC(=O)NNC(=O)CCc1ccccc1
  -5 | 0
O=C(C1CCN(C2CCN(Cc3ccsc3)CC2)CC1)N1CCOCC1
  -5 | 2
O=C1C2ON(c3ccc(Br)cc3)C(c3cccnc3)C2C(=O)N1C1CCCCC1 (configuration not stated)
  -3 | -7
CN1CC(=O)N(CC(=O)N2N=C(c3ccc(Cl)cc3)CC2c2ccco2)C1=O (configuration not stated)
  -13 | 1
CC(C)N(c1ccccc1)c1ncnc(NCCC(=O)O)c1[N+](=O)[O-]
  -7 | -7
COc1cc(/C=C/C(=O)C2C(=O)C=C(C)OC2=O)cc(OC)c1O (configuration not stated)
  -11 | 9
O=C(C1CCN(S(=O)(=O)c2cccc3cccnc23)CC1)N1CCN(c2ccccc2)CC1
  -22 | -5
Cc1cc(=O)[nH]c(SCC(=O)Nc2nc(-c3ccccc3)cs2)n1
  1 | -4
Cc1cc(C(=O)COC(=O)Cc2c(F)cccc2Cl)c(C)n1C
  8 | 10
CSCCC(=O)N1CCC(CCC(=O)NC2CC2)CC1
  3 | -4
CC(=O)N1c2ccccc2C(=O)C1N1CCCCC1 (configuration not stated)
  0 | 3
CC(C)c1ccc(N2C(=O)CC(NNC(=O)c3ccccc3Cl)C2=O)cc1 (configuration not stated)
  -8 | 0
CC(C)C1C(C#N)=C(N)Oc2n[nH]c(-c3cccs3)c21 (configuration not stated)
  1 | 13
O=C(CC(Nc1ccc(F)cc1)c1ccccc1)c1ccccc1 (configuration not stated)
  -13 | 4
C/C(=N\Nc1ncc(Cl)cc1Cl)c1ccc(N2CCOCC2)cc1
  -34 | 3
COc1ccc(CCNC(=O)CSc2ccccn2)cc1
  -24 | 8
O=C(NCCC1=CCCCC1)c1cc(-c2ccncc2)nc2ccccc12
  11 | -7
CSc1nc(C)c(C(=O)C[n+]2ccc(C)cc2)cc1C#N
  -19 | 1
CCOC(=O)CNc1nc(Cl)c(C#N)s1
  -17 | -2
S=C(NCC1CCCO1)NC12CC3CC(CC(C3)C1)C2 (configuration not stated)
  15 | -10
CNCCCc1[nH]nc(N)c1C#N
  4 | -12
COc1ccc(NC(=O)c2cc(S(=O)(=O)N3CCc4ccccc43)cn2C)c(OC)c1
  -20 | 13
CCOC(=O)C1=C(C)NC(C)=C(C(=O)OCC)C1C(=O)OCC(=O)N1CCCCC1CC (configuration not stated)
  14 | -7
CCCOc1ccc(CC(=O)NCc2ccco2)cc1OC
  16 | -3
Cc1cc(C)cc(-n2ncc3c2CCCC3NC(=O)CN2CCCCC2=O)c1 (configuration not stated)
  17 | -2
C[C@H](NC(=O)c1nc[nH]c1C(=O)N[C@@H](Cc1ccccc1)C(=O)OC(C)(C)C)c1ccccc1
  -8 | -8
CC(C)N1C(=O)c2ccccc2N(Cc2ccccc2)S1(=O)=O
  -5 | 6
CCCCN(C(=O)/C=C/c1ccccc1)C1CCS(=O)(=O)C1 (configuration not stated)
  5 | -2

# Entries above that contain bromine:
# The line under a structure holds: TAG inh | TAG inh DAPI viability
O=C(Nc1nc2c(s1)CCCC2)c1ccc(Br)o1
  -5 | 3
O=C1C2ON(c3ccc(Br)cc3)C(c3cccnc3)C2C(=O)N1C1CCCCC1 (configuration not stated)
  -3 | -7

# Going on with the list:
# The line under a structure holds: TAG inh | TAG inh DAPI viability
Cn1cc(S(=O)(=O)N2CCN(c3cccc(Cl)c3)CC2)c(=O)n(C)c1=O
  4 | -5
CCOc1ccc(NC(=S)Nc2ccc(OCC)cc2)cc1
  -15 | 11
Cc1ccc(S(=O)(=O)Nc2ccc3nc(C)sc3c2)c(C)c1
  -21 | 1
COC(=O)C[C@H]1c2cc(F)ccc2S(=O)(=O)N1c1ccccc1
  16 | -27
O=C(Nc1ccc(F)c(F)c1)c1ccco1
  10 | -9
C/C=C(\C)C(=O)OC(C)(C)[C@@H]1Cc2cc3ccc(=O)oc3cc2O1
  14 | 13
COc1ccc(N2CCN(S(=O)(=O)c3cccc4cccnc34)CC2)cc1
  -8 | -5
NCCNc1ccc2nnnn2n1
  -3 | 5
CC(=O)c1c(C)[nH]c(C(=O)CSc2nc3ccc(C)cc3[nH]2)c1C
  1 | 6
COc1ccc2cc(-c3ccccc3F)ncc2c1
  -20 | 10
CC1CN(S(=O)(=O)c2ccc(C(=O)Nc3ccc(S(=O)(=O)Nc4nccs4)cc3)cc2)CC(C)O1 (configuration not stated)
  4 | 9
CCOC(=O)C(=O)Nc1sc(C(=O)N2CCOCC2)c(C)c1C#N
  8 | -11
O=C(OCC(=O)C12CC3CC(CC(C3)C1)C2)c1cnccn1
  -4 | -9
CCOc1ccc2oc(C(=O)OCC(=O)NCC3CCCO3)c(C)c2c1 (configuration not stated)
  2 | -2
COc1ccc(C(C)(C)C)cc1NC(=O)CN(C)C1=NS(=O)(=O)c2ccccc21
  18 | -2
COc1ccc(-c2cn3cccnc3n2)cc1NC(=O)C(C)C
  -7 | -2
CCOP(=O)(OCC)c1nc(/C=C/c2ccccc2)oc1NCc1ccccc1
  15 | i
O=C(c1ccc2c3c(cccc13)CC2)C1CCCN(C(=O)c2cccnc2)C1 (configuration not stated)
  -6 | 24
Cc1nnc(Nc2ccc(Cl)c(C(F)(F)F)c2)[nH]c1=O
  -27 | 7
C[C@H]1C=C(C(=O)N2CCOCC2)O[C@@H](OCc2ccc(CO)cc2)C1
  -27 | -7
CCOc1ccc(C(=O)NC(=S)Nc2ccc(NC(=O)c3ccco3)c(C)c2)cc1[N+](=O)[O-]
  7 | -9
O=C(Cc1cccs1)NCc1ccc2c(c1)OCO2
  1 | -2

# Source: PubChem

# Not all compounds are listed; count on the stated rates, not on these rows.
